# Source: PubChem
# SENP6 block = inhibitors of human SENP6 protease. Q9GZR1. Recombinant SENP6 catalytic domain, aminoluciferin luminescence. inhibition, % at 10 µM. 330,000 tested, 1.8% active;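 active = inhibition above about 50% at the single tested dose, limit read from the data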;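 also: plate controls were DMSO wells with enzyme for no effect and DMSO wells lacking enzyme for full effect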
# SENP8 block-1 = blocks the human protease SENP8; 330,000 tested, 1.2% active; inhibition, % at 10 µM; purified SENP8, Z-RLRGG-aminoluciferin cleavage, luminescence; AID 2540; Q96LD8; in the data active = inhibition above about 50%
# Target sequence (Q96LD8 whole entry, looked up): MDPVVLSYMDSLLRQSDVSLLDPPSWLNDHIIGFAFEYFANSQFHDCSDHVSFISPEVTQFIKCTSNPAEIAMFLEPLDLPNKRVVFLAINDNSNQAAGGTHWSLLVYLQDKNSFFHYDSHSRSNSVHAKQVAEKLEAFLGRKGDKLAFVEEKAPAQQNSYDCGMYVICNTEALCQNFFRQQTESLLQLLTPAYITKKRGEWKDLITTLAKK
# SENP8 block-2 = SENP8 (human) protease inhibition | inhibition, % at 20 µM | 360,000 tested, 0.64% active | recombinant SENP8, Nedd8 substrate fluorescence | Q96LD8 | AID 602440; in the data active = inhibition mostly above about 40%, no sharp cut-off; inactive = mostly below about 27%
# Apaf1 inhib = inhibitors of human Apaf-1 apoptosome; AID 489030; reconstituted apoptosome caspase-3 activity, DEVD-Rh110 fluorescence; 330,000 tested, 0.71% active; inhibition, % at 20 µM; active = inhibition of at least 40% at 20 µM;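 also: plate controls were DMSO wells for no effect and DEVD-CHO caspase inhibitor wells for full effect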
#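 System: reconstituted apoptosome with Apaf-1, cytochrome c, caspase-9, procaspase-3, dATP; Signal: Rh110 fluorescence intensity; Schedule: 30 min compound preincubation, 50 min activation, room temperature; Reagent: cytochrome c trigger plus (Z-DEVD)2-Rh110 caspase-3 substrate.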
# SENP1 inh = blocks the human SENP1 SUMO protease catalytic domain; 360,000 tested, 0.21% active; recombinant SENP1 catalytic domain, CyPet-SUMO1-YPet FRET cleavage; AID 624204; inhibition, % at 10 µM; Q9P0U3;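 active = inhibition at least 30% at 10 µM, raw YFP signal under a set limit, fluorescence ratio 0.5 to 1.5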;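 also: 0% = enzyme with DMSO and 100% = no enzyme wells; some results filed as inactive read as strong as hits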
#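 material = recombinant human SENP1 catalytic domain, His6-tagged | quantity = 20 pM enzyme | reagent = 25 nM SUMO1 FRET substrate | compound dosing = 10 µM single point, 0.5% DMSO | timing = 50 min enzyme reaction, room temperature, light-protected | detection = FRET, CFP and YFP emission | control set = no-enzyme low, enzyme-DMSO high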
# PfG6PD inh = PfG6PD (Plasmodium falciparum) enzyme inhibition. PfGluPho enzyme, NADPH resazurin-diaphorase fluorescence. inhibition, % at 20 µM. 350,000 tested, 0.78% active. AID 504690;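 active = inhibition reaching at least a set limit at 20 µM in the primary screen, cut at about 59% in these data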;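 also: 0% = DMSO wells with substrate and 100% = DMSO wells lacking glucose-6-phosphate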
# SENP7 inh = SENP7 protease inhibition | Q9BQF6 | recombinant SENP7, Z-RLRGG-aminoluciferin luminescence, 40 min | inhibition, % at 5 µM | 330,000 tested, 1.5% active;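 active = inhibition above about 50% at the single test dose, limit read from the data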;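 also: plate controls were DMSO with enzyme for no effect and no enzyme buffer wells for full effect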
# HKDC1 inh = inhibitors of human hexokinase HKDC1. inhibition, % at 20 µM. 340,000 tested, 0.16% active. Q2TB90. recombinant HKDC1, G6PDH/diaphorase resazurin coupled fluorescence. AID 493160;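 active = inhibition above about 35% when tested at 20 µM, limit read from the data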;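 also: plate controls were DMSO wells with enzyme for no effect and DMSO wells lacking enzyme for full effect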
# Target sequence (Q2TB90 whole entry, looked up): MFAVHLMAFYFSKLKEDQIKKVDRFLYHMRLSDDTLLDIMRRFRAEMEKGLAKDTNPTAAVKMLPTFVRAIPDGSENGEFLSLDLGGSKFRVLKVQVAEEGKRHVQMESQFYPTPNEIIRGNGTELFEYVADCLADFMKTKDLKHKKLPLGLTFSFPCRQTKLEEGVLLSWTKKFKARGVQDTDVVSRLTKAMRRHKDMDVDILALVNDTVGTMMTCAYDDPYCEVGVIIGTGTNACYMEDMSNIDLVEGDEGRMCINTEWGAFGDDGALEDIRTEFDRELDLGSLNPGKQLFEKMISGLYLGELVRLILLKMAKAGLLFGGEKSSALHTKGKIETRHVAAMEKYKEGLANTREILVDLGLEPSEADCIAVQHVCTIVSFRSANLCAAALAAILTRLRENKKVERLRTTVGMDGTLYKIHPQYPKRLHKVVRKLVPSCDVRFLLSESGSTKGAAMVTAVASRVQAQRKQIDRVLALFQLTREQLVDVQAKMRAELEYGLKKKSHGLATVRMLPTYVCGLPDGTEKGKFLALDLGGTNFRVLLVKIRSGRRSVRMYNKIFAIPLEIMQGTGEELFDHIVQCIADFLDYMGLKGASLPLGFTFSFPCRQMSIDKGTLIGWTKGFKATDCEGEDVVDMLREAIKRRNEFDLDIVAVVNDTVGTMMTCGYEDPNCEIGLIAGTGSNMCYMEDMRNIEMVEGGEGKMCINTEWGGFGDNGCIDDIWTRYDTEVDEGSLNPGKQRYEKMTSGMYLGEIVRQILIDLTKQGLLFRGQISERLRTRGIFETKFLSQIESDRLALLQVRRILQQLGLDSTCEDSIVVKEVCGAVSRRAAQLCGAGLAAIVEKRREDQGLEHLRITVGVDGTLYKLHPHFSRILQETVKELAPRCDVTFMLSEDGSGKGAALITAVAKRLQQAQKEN
#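 Material – in-house recombinant HK5 (HKDC1) enzyme · Quantity – HKDC1 at 5 µg/mL · Buffer or medium – pH 8.0 Tris buffer with 10 mM MgCl2 · Reagent – glucose with 1 mM ATP · Dosing – single 20 µM dose · Times – reaction time 90 min, room temperature, protected from light · Technique – resorufin fluorescence at 613 nm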
# * hit, by the source's call; . = no result given.
SMILES,SENP6 block,SENP8 block-1,SENP8 block-2,Apaf1 inhib,SENP1 inh,PfG6PD inh,SENP7 inh,HKDC1 inh
CCOC(=O)C1=C(C)N(CC(C)C)C(=O)/C1=C\c1cccs1,-17,-6,34,8,3,-2,5,-4
N#Cc1ccccc1CSc1nc(N)cc(N)n1,-3,-6,7,-6,0,-3,-8,-5
COC(=O)Cc1c(C)c2ccc(OC(C)C)cc2oc1=O,-2,-4,-452,3,-1,13,5,-3
CCOC(=O)/C(=N\Nc1ccccc1Cl)N1CCN(c2ccccc2OC)CC1,-5,-5,16,11,-1,11,0,8
O=C(NC(=S)N1CCOCC1)c1cc2ccccc2o1,-3,-1,16,-3,0,2,7,-6
CN(C(=O)c1ccc(-c2ccccc2)cc1)C1CCCCC1,61*,37,7,16,0,2,29,-2
Cc1ccc(CCNC(=O)C2CCN(C(=O)c3sccc3-n3cccc3)CC2)cc1,3,3,3,11,2,-5,5,-7
COc1ccc(-c2noc(N3CCC(C(=O)NCCCN4CC(C)CC(C)C4)CC3)n2)cc1 (stereo unspecified),5,-2,16,9,-1,13,-3,-6
O=C(c1ccc(S(=O)(=O)Nc2ccc(F)cc2)cc1)N1CCN(c2ccccn2)CC1,-6,0,17,5,2,-16,6,-6
Cc1cc(COc2ccccc2OCc2cc(C)no2)on1,26,5,-1,-11,2,-6,-2,-9
Cc1ccccc1-n1nc2c(c1NC(=O)C(C)C)CS(=O)(=O)C2,-14,5,23,4,0,-6,-4,-5
CCOC(=O)c1c(NC(=O)CSc2nnc3ccccn23)sc2c1CCC2,4,2,-29,6,-3,2,8,27
O=C(CNc1ccc2c(c1)OCO2)N/N=C\c1cn(Cc2ccccc2)c2ccccc12,-5,0,44*,4,8,67*,12,-4
CCCNC(=O)c1ccc(Cl)c(Cl)c1,-17,-7,15,1,-4,-9,0,-7
Cc1ccc(NCc2nnc(SCC(=O)NCc3ccco3)n2CC2CCCO2)c(C)c1 (stereo unspecified),-10,0,22,4,2,8,10,0
O=C1CSC(=NC(=O)c2ccccc2)N1,1,0,5,-27,-2,-16,-5,8
C/C(=N/NC(=O)c1ccc(Br)o1)C(C)C,1,-6,31,-11,4,-9,-2,0
Cc1cccc(CSCC(=O)NCc2ccc(S(N)(=O)=O)cc2)c1,-7,3,25,3,1,10,-3,-5
CCOC(=O)C1CCCN(CC(O)COc2cccc(C)c2)C1 (stereo unspecified),-4,2,10,-5,2,-7,5,-2
CCOC(=O)c1c(C)[nH]c(C)c1S(=O)(=O)NC1CCN(C(=O)OCC)CC1,-20,-5,8,-1,0,1,0,-6
O=C(CC1Sc2ncnn2C1=O)Nc1ccccc1 (stereo unspecified),-9,-10,4,15,4,7,-4,-7
Cc1cc(C)nc(-n2nc(C)cc2NC(=O)CNCc2ccccc2)n1,-3,-9,13,10,-3,-4,-4,-3
N#Cc1ccc(NC(=O)COC(=O)CNC(=O)C2CCCCC2)cc1,-16,-4,20,0,2,7,5,1
Cc1ccnc(SCCn2c(N3CCC(C)CC3)nc3c2c(=O)[nH]c(=O)n3C)n1,.,.,15,.,1,7,.,0
CN(CC(=O)NCc1ccco1)S(=O)(=O)c1ccc2c(c1)n(C)c(=O)c(=O)n2C,4,-3,-18,-12,0,18,8,7
Cc1ccc(S(=O)(=O)N[C@@H](CC(C)C)C(=O)N2CCC(C(=O)N[C@@H](Cc3ccccc3)C(=O)O)CC2)cc1,11,3,65*,3,6,-10,-6,6
CCN(CC)CCCn1c2c(c(SCC(=O)Nc3ccc(C)c(F)c3)nc1=O)CCC2,-5,4,3,9,-1,-2,0,-2
O=C(CSc1nc2cc(S(=O)(=O)N3CCOCC3)ccc2o1)NC1CCCc2ccccc21 (stereo unspecified),7,-3,16,6,2,55,-2,-4
COc1ccc(CNC(=O)C(c2ccc(C)o2)N(C(=O)c2snc(C(N)=O)c2N)c2ccccc2OC)cc1 (stereo unspecified),9,-4,-311,22,-34,3,3,5
COc1ccc(-n2nc3c(c2NC(=O)COc2ccccc2)CS(=O)C3)cc1 (stereo unspecified),-12,-8,11,-7,0,-11,16,-2

# 3 of the entries above in order of the SENP7 inh value, smallest number first:
SMILES,SENP6 block,SENP1 inh,PfG6PD inh,SENP7 inh,HKDC1 inh
Cc1cc(C)nc(-n2nc(C)cc2NC(=O)CNCc2ccccc2)n1,-3,-3,-4,-4,-3
CCOC(=O)/C(=N\Nc1ccccc1Cl)N1CCN(c2ccccc2OC)CC1,-5,-1,11,0,8
COC(=O)Cc1c(C)c2ccc(OC(C)C)cc2oc1=O,-2,-1,13,5,-3

# The results go on:
SMILES,SENP6 block,SENP8 block-1,SENP8 block-2,Apaf1 inhib,SENP1 inh,PfG6PD inh,SENP7 inh,HKDC1 inh
O=Cc1cc(-c2ccccc2)[nH]c1-c1ccccc1,-2,-19,-247,-15,0,-1,-10,-5
Cc1ccc(OCCC(=O)OCC(=O)Nc2ccccc2)cc1,-5,4,7,14,5,-7,-6,2
CC(=O)[C@@]1(O)CC[C@H]2[C@@H]3C[C@H](C)C4=CC(=O)CC[C@]4(C)[C@H]3CC[C@@]21C,-6,4,-4,1,2,-18,7,-3
C/C(=N\NC(=O)COc1ccc2ccccc2c1)c1cccs1,-11,-7,-1,15,1,2,-9,-4
CCCn1c(=O)c2ccccc2n2c(SCCOc3ccc(Cl)cc3)nnc12,-3,-4,-13,11,1,13,2,-5
O=[N+]([O-])c1ccc2c(c1)nc1n2CCN(C2CCCCC2)C1,4,-10,15,-2,1,22,-2,0
COc1ccc(-c2nnn(CC(=O)N(CC(=O)NC3CCCC3)c3cccc(C)c3)n2)cc1OC,11,4,9,-2,-10,4,12,7
COc1ccc(NC(=O)CN2CC(C)OC(C)C2)cc1Cl (stereo unspecified),-19,-8,10,17,0,5,-5,-5
COc1cc(C(=O)NCC(=O)N/N=C/c2ccc(-c3cccc([N+](=O)[O-])c3)o2)cc(OC)c1OC,-17,3,24,19,1,-9,0,1
CC(NC(N)=O)C12CC3CC(CC(C3)C1)C2 (stereo unspecified),4,2,15,0,1,0,8,8
O=C1c2ccccc2S(=O)(=O)N1CCCN1C(=O)c2ccccc2S1(=O)=O,.,.,37,.,2,-2,.,-7
CCOC(=O)c1cc(C(=O)Nc2ccc(C)c(F)c2)nn1C,4,-7,10,-10,-1,20,6,-7
O=S(=O)(NCc1ccco1)c1ccc2ccccc2c1,-3,-3,17,7,4,26,2,0
O=C(Nc1cn(-c2ccccc2)nc1-c1ccccc1)c1ccccc1,3,1,0,22,1,8,8,-3
O=C1OC(Cc2ccncc2)C(O)=C1C1=NCCCN1 (stereo unspecified),-24,-10,20,-8,3,-1,-5,-7
COc1cc(C)c(C)cc1S(=O)(=O)N1CCN(Cc2ccccc2)CC1,2,4,7,2,0,-8,5,-6
S=c1[nH]cc(-c2ccccc2)[nH]1,5,7,-56,-23,3,21,-3,-9
Cn1cnnc1SCC(=O)NC1CCCN(Cc2ccc(Cl)cc2)C1 (stereo unspecified),-4,-2,1,5,3,-7,-3,-7
O=C(Nc1cccc(NC(=O)c2cccc([N+](=O)[O-])c2)n1)c1cccc([N+](=O)[O-])c1,-1,5,20,0,0,2,-11,0
CC(=O)COC(=O)c1cc(-c2ccc(C)cc2)nc2ccccc12,-4,0,-210,4,4,-2,-2,-3
COc1ccc(N(Cc2ccccc2)S(=O)(=O)c2cccc(C(=O)Nc3ncccc3C)c2)cc1,-14,-7,-2,7,1,-17,-7,3
OCC1(Cc2ccccc2)CCN(Cc2cnc(-c3cccc4ccccc34)nc2)CC1,-11,-1,-16,3,-3,13,0,-9
CCN(CC)CCn1c(=S)[nH]c2ncccc2c1=O,-12,4,-11,-6,1,-14,2,1
CCOC(=O)C1C(=O)NC(C(=O)OCC)(C(=O)OCC)C1C(C)CC (stereo unspecified),.,.,15,.,0,3,.,-5
COc1ccc(CCCC(=O)NCCc2ccccc2)cc1,18,-4,14,-8,2,2,-2,-6
COC(=O)c1ccc(CSc2nc(C(F)F)cc(C)c2C#N)o1,3,-4,-2,-13,-1,-6,12,-1
C=CCNC(=S)/N=c1/ccccn1CC,9,1,-30,-10,-1,0,-1,-3
CC(=O)Nc1ccc(CCc2nc3ccccc3[nH]2)cc1,16,3,8,-17,1,-16,3,2
Cc1ccc(NCCCCO)cc1C,1,-9,5,4,1,16,-8,-5
CC(C)C(=O)Nc1cccc(C(=O)NCc2ccc(S(N)(=O)=O)cc2)c1,14,6,9,-2,1,-5,10,-6

# Whole records from above. Order of screens: SENP6 block | SENP8 block-1 | SENP8 block-2 | Apaf1 inhib | SENP1 inh | PfG6PD inh | SENP7 inh | HKDC1 inh
# Profile of CCOC(=O)C1CCCN(CC(O)COc2cccc(C)c2)C1 (stereo unspecified) → -4 | 2 | 10 | -5 | 2 | -7 | 5 | -2
# Profile of CN(CC(=O)NCc1ccco1)S(=O)(=O)c1ccc2c(c1)n(C)c(=O)c(=O)n2C → 4 | -3 | -18 | -12 | 0 | 18 | 8 | 7
# Profile of O=S(=O)(NCc1ccco1)c1ccc2ccccc2c1 → -3 | -3 | 17 | 7 | 4 | 26 | 2 | 0
# Profile of Cc1ccc(S(=O)(=O)N[C@@H](CC(C)C)C(=O)N2CCC(C(=O)N[C@@H](Cc3ccccc3)C(=O)O)CC2)cc1 → 11 | 3 | 65* | 3 | 6 | -10 | -6 | 6
# Profile of COc1cc(C)c(C)cc1S(=O)(=O)N1CCN(Cc2ccccc2)CC1 → 2 | 4 | 7 | 2 | 0 | -8 | 5 | -6

# Going on with the list:
SMILES,SENP6 block,SENP8 block-1,SENP8 block-2,Apaf1 inhib,SENP1 inh,PfG6PD inh,SENP7 inh,HKDC1 inh
Cc1cccc(OCC(=O)N/N=C/c2cc([N+](=O)[O-])ccc2N2CCOCC2)c1,-1,-3,23,16,-5,118*,-8,0
COCCNC(=O)c1ccc2c(=O)n(CCOC)c(=O)[nH]c2c1,7,3,-84,5,0,5,9,3
Oc1cccc2ccc[n+](CC(O)Cn3c4ccccc4c4ccccc43)c12 (stereo unspecified),-22,-7,22,38,3,25,5,-1
COc1ccc(CN(C)Cc2nc(Cc3ccccc3Cl)no2)cc1OC,-21,-3,22,-11,1,-8,-9,0
O=C(C(=O)N1CCCCCC1)c1c[nH]c2ccccc12,17,-4,25,-12,-1,-8,-4,-10
CC1CN(CCCOc2ccccc2[N+](=O)[O-])CC(C)O1 (stereo unspecified),-1,-9,13,-2,0,1,-9,-1
O=C(CSCc1ccc([N+](=O)[O-])cc1)NN=C1CCCCCC1,-25,6,8,-8,1,-6,-1,3
O=C(Nc1ccc(S(=O)(=O)Nc2ncccn2)cc1)C1CC(=O)N(c2ccc(Cl)cc2)C1 (stereo unspecified),-3,13,-2,1,0,-17,5,-1
CS(=O)(=O)c1cccc(C(=O)NCc2ccccc2)c1,-7,8,5,-9,2,8,0,-7
Cc1cccc(NC(=O)CCC2CCN(C(=O)C3CC=CCC3)CC2)c1 (stereo unspecified),-9,-7,-5,-6,1,-15,10,3
Cc1cccc(N(C(=O)c2csnn2)C(C(=O)NC2CCCCC2)c2ccncc2)c1 (stereo unspecified),-3,-4,10,10,1,-2,-3,-4
CCn1c(CC(=O)Nc2ccc(OC)cc2)nnc1SCC(=O)N1CCOCC1,-14,-11,6,1,2,-10,8,-3
COC(=O)C1N[C@@H]([C@@H](NC(=O)COc2ccccc2)C(=O)NCc2ccccc2)SC1(C)C (stereo partly specified),-18,-11,-6,18,1,-3,-6,-2
Cc1cc(S(=O)(=O)N2CCOCC2)ccc1OCC(=O)N1CCC(C)CC1,10,6,5,4,2,-3,5,-8
CC(C)NC(=O)N(C)C[C@H]1Oc2c(NC(=O)Nc3ccc4c(c3)OCO4)cccc2C(=O)N([C@H](C)CO)C[C@@H]1C,22,-1,2,1,0,15,-3,1
